Assay outcomes deposited in PubChem BioAssay by National Center for Advancing Translational Sciences (NCATS).
PKM2 act = qHTS Assay for Activators of Human Muscle isoform 2 Pyruvate Kinase | Pyruvate kinase PKM (Homo sapiens), P14618 | purified PKM2, Kinase-Glo ATP luminescence, activation; response scale: 0% is enzyme alone, no compound | Potency, µM (doses to about 57.5 µM), for the others: at the top dose activation, most hits filed as activators | 260,000 compounds, 0.34% hits | AID 1631, 2009; note: potency is the fitted concentration of half-maximal effect; % is set by controls: 0 for no effect and ±100 for the full control effect; nearly all actives have a fitted effect of over 55% in size
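Purified hPK-M2 (>95%) run at intermediate activity with 0.1 mM ADP and 0.5 mM PEP in 50 mM imidazole pH 7.2, KCl, MgCl2; 1 h room temperature. ATP formed read by Kinase-Glo luminescence; normalized to uninhibited and no-enzyme controls.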
B2AR arrestin = qHTS assay of beta-arrestin-biased ligands of beta2-adrenergic receptor. Beta-2 adrenergic receptor (Homo sapiens), P07550. beta-arrestin recruitment to beta2AR, cell-based reporter. Potency, µM (highest dose often 46.1 µM), inactives show at the highest dose activation, usual class: activators. 330,000 compounds, 0.02% hits. AID 492947, 2010;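 note: potency is the fitted concentration of half-maximal effect; 0% = DMSO controls and full agonism = EC100 isoproterenol or metaproterenol; nearly all actives have a fitted effect of over 65% in size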
TSG101-PTAP inh = qHTS Assay for Iinhibitors of HIV-1 Budding by Blocking the Interaction of PTAP/TSG101; Potency, µM (titrated, usually from 115 µM), inactives show top-dose activity change, negative = inhibition, usual class: inhibitors; Fluorescence polarization, FITC-PTAP peptide / Tsg101 binding; 340,000 tested, under 10 active; Tumor susceptibility gene 101 protein (Homo sapiens), Q99816; active = well fitted inhibition curve with a large enough effect in the main read-out, with a control signal flat, not every such curve was filed as active; inconclusive = small, poorly fitted or top-dose-only effect, or effect the other way, or a change in a side signal; inactive = no such curve, though single readings can be large or run the other way; note: potency is the fitted concentration of half-maximal effect; % of control where 0% means no effect
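Fluorescence anisotropy tracks displacement of a FITC-tagged PTAP peptide (50 nM) from the Tsg101 binding domain (10 uM), following a 20 min room-temperature incubation at pH 7.5.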
Giardia killer = Small Molecules that selectively kill Giardia lamblia: qHTS. AID 540267, 2011. activity change, % at 7.66 µM, hits read low. Giardia lamblia trophozoite viability. 340,000 compounds, 0.15% hits; in the data active = activity change below about -80%; inconclusive = between about -30% and that limit;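 note: parasites exposed to compound for two days anaerobically before the ATP read; % is set by controls: 0 for no effect and ±100 for the full control effect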
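ATP-content bioluminescence gauges trophozoite survival. Cells (100/well) receive compound and incubate anaerobically for 48 hrs at 37 deg C; detection reagent follows for 15-30 min at room temperature.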
a7 integrin act = qHTS for Activators of Integrin-Mediated Alleviation for Muscular Dystrophy | alpha7betagal myoblasts, beta-gal FDG fluorescence, 48 h | Potency, µM (top dose mostly 38.3 µM), for inactives: at the top dose activation, usual class: activators | 350,000 compounds, 0.064% hits | AID 624291, 2012;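 note: potency is the fitted concentration of half-maximal effect; 100% = response of the positive control SU9516; nearly all actives have a fitted effect of over 60% in size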
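alpha7betagal+/- myoblasts (passage 13, 250/well) treated 48 h at 37C with compounds at 1:260 dilution of DMSO stock. Lysed, then beta-galactosidase activity read as FDG fluorescence (ex 480/em 540) after 30 min, with pre-read for autofluorescence.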
Menin MLL FP TR = qHTS Assay for Inhibitors Targeting the Menin-MLL Interaction in MLL Related Leukemias: Competition With Texas Red Labeled MLL-derived Mutant Peptide; O00255; Menin + Texas Red MLL mutant peptide, fluorescence polarization; Potency, µM (doses to about 61.6 µM), for inactives: at the highest dose FP activity change, negative = inhibition, most hits filed as inhibitors; 270,000 compounds, 0.23% hits; active = well fitted inhibition curve with a large enough effect in the polarisation, with a control signal flat, not every such curve was filed as active; inconclusive = small, poorly fitted or top-dose-only effect, or effect the other way, or a change in a side signal; inactive = no such curve, though single readings can be large or run the other way; the % refers to the polarisation; note: potency is the fitted concentration of half-maximal effect; % of control where 0% means no effect; many of its hits are not listed in these tables
Target sequence (O00255 whole entry, looked up): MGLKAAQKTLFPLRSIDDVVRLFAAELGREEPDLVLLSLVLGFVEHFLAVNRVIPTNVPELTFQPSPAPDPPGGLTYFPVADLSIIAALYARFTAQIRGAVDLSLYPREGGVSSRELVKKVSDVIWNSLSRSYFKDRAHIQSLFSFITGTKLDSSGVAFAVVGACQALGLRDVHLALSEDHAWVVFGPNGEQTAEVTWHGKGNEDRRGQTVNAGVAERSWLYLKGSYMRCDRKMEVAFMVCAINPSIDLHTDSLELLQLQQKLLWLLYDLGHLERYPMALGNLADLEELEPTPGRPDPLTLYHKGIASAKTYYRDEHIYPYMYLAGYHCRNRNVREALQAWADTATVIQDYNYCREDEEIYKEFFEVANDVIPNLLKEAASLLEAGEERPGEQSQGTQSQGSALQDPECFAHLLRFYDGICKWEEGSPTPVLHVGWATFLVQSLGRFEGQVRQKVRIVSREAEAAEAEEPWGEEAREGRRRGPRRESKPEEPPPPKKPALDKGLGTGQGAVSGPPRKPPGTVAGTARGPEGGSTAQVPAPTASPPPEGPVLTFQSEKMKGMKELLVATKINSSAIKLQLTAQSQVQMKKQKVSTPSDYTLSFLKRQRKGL
S-ASM inh = Inhibitors of Secretory Acid Sphingomyelinase (S-ASM): qHTS; Sphingomyelin phosphodiesterase (Homo sapiens), P17405; placental ASM, HMU-PC fluorogenic substrate, 60 min; Potency, µM (series often up to 57.5 µM), inactives show top-dose activity change, negative = inhibition, hits mostly inhibitors; 340,000 compounds, 0.006% hits; AID 504937, 2011; note: potency is the fitted concentration of half-maximal effect
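Steps: dispense placental human ASM, pin compound, wait 10 min at room temperature, add HMU-PC0 substrate at 9 uM final, incubate 60 min at 37 °C, add stop solution raising pH to 10, read fluorescence.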
Coupling enz = qHTS Assay for Inhibitors of Fructose-1,6-bisphosphate Aldolase from Giardia Lamblia: Coupling assay counterscreen; 290,000 compounds, 0.67% hits; activity change, negative = inhibition, % at 58.2 µM, hits read low; coupling enzyme system counterscreen, AmpLite Red fluorescence; in the data active = activity change below about -30%; note: % is set by controls: 0 for no effect and ±100 for the full control effect
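First, compound is pin-transferred into glyceraldehyde-3-phosphate coupling-enzyme reagent at 57.5 uM final and held 10 min at RT. Next, substrate, coupling system and AmpLite Red are added. After 20 min RT, fluorescence (525/598 nm) is read.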
BCR signal inh = qHTS Assay to Find Inhibitors of Chronic Active B-Cell Receptor Signaling; ABC-DLBCL IkBa-CBG/CBR reporter, luminescence ratio, 4 h; Potency, µM (highest dose often 46.1 µM), for inactives: at the highest dose ratio change, negative = lower green/red ratio, most hits filed as inhibitors; 340,000 compounds, 0.05% hits; AID 493014, 2011; active = well fitted inhibition curve with a large enough effect in the signal ratio, with a control signal flat, not every such curve was filed as active; inconclusive = small, poorly fitted or top-dose-only effect, or effect the other way, or a change in a side signal; the % refers to the signal ratio;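 note: potency is the fitted concentration of half-maximal effect; plate controls were basal doxycycline-induced cells for no effect and cells given 10 µM MG132 for full effect; MG132 reads +100%, hits lower the ratio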
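Compounds up to 46 uM were incubated four hours with TMD8 cells whose green CBG68 luciferase is fused to IkappaBalpha; red CBR luminescence normalised the signal, and concentration-effect curves were fitted to fusion, red and ratio data.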
Tb PFK block = qHTS Assay to Find Inhibitors of T. brucei phosphofructokinase. ATP-dependent 6-phosphofructokinase (Trypanosoma brucei brucei), O15648. T. brucei PFK, ADP-Glo luminescence. Potency, µM (titrated, usually from 57.5 µM), without a hit: at the highest dose activity, negative = inhibition, usual class: inhibitors. 330,000 compounds, 0.17% hits. AID 485367, 2010;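 note: potency is the fitted concentration of half-maximal effect; 0% = uninhibited 1x PFK enzyme wells and -100% = no-enzyme wells; nearly all actives have a fitted effect of over 60% in size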
Target sequence (O15648 whole entry, looked up): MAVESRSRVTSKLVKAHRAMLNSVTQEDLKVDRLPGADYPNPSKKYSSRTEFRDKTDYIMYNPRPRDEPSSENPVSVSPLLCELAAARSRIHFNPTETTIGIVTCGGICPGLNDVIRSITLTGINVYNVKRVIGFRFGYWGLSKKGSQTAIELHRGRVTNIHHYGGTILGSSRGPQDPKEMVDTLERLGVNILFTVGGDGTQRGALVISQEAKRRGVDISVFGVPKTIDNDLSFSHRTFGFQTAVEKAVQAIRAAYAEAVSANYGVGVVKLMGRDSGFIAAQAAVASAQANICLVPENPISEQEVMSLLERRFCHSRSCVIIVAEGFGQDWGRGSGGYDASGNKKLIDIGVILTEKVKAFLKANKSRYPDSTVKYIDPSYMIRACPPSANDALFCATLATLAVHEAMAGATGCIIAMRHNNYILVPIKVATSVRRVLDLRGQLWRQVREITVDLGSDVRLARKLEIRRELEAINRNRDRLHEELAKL
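Compounds were pin-transferred as a titration series up to 57 uM into substrate buffer (0.5 mM F6P, 0.1 mM ATP, pH 8.0), then 1.25 nM PFK was added and reactions ran 45 min before ADP-Glo detection.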
GALK inhibitor = qHTS Assay for Inhibitors of Human Galactokinase (GALK); P51570; Purified GALK, Kinase-Glo residual ATP luminescence; Potency, µM (titrated, usually from 57.5 µM), for inactives: at the top dose activity change, negative = inhibition, actives largely listed as inhibitors; 270,000 compounds, 0.007% hits; AID 1868, 2009; note: potency is the fitted concentration of half-maximal effect; % is set by controls: 0 for no effect and ±100 for the full control effect
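Kinase-Glo Plus luminescence measured ATP left after a 1 h room-temperature reaction. The reaction used 5 nM GALK, 100 uM galactose and 35 uM ATP at pH 8.0 (20 mM HEPES, 5 mM MgCl2, 60 mM NaCl, 1 mM DTT, 0.01% BSA).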
Active calls of the source: *; u = inconclusive; x = no result given; [ ] = another dose, or the depositor's remark. Unless noted, calls come from the whole dose curve; as a rule, active = well fitted curve in the direction sought with a large enough effect; inconclusive = small, poorly fitted or top-dose-only effect, or another doubt; inactive = no such curve, though single readings can be large; an effect the other way counts as inactive or inconclusive.

SMILES | PKM2 act | B2AR arrestin | TSG101-PTAP inh | Giardia killer | a7 integrin act | Menin MLL FP TR | S-ASM inh | Coupling enz | BCR signal inh | Tb PFK block | GALK inhibitor
COc1cccc(N(CC(=O)Nc2cccc(C(C)=O)c2)S(C)(=O)=O)c1 | 9% | 0.1% | -1% | -6 | -1% | -4% | 0% | 2 | 1% | -1% | 4%
CCCCOc1ccccc1NC(=O)C=C(C)C | -6% | -0.4% | -2% | -3 | 1% | 7% | 22% | 4 | -7% | 24% | -5%
COc1cc(NC(=O)NCC2CCN(Cc3ccccc3Cl)CC2)cc(OC)c1OC | x | -0.9% | 0% | 1 | 8% | 1% | 0% | 2 | 6% | -12% | 0%
COC(=O)c1sc(NC(=O)CC(C)C)c(C(=O)OC)c1C | 0% | 0.4% | -9% | 5 | 10% | 7% | -10% | 3 | u | 3% | 4%
COc1ccc(N2CCN(C(=O)COC(=O)CCOc3ccc(C)cc3)CC2)cc1 | x | 0.1% | -3% | 3 | 0% | x | -1% | x | -1% | 2% | x
CNC(=O)c1c(N)sc2c1CCCCC2 | 2% | -0.5% | x | x | x | -7%[11.7 µM] | x | -10 | 2% | -18% | 1%
Cn1nnnc1SCc1ccc(Cl)cc1 | 0% | 0.0% | 2% | -20 | 17% | -20% | -1% | 0 | 1% | 4% | 1%
CCCCCOc1ccc(CSC(=N)N)cc1[N+](=O)[O-] | 12% | 0.0% | -1% | -1 | -53%[inhibitor] | -1% | -8% | 9 | u | 5% | -1%
CC(NC(=O)C(C)(C)C)C(c1cccs1)N1CCN(Cc2ccccc2)CC1 (centres undefined) | -6% | 0.1% | -10% | 24 | 4% | x | -6% | 2 | 0% | 0% | 6%
Cc1ccc(-n2ncc3c(=O)[nH]c(SCC(=O)NCC4CCCO4)nc32)cc1 (centres undefined) | x | 0.4% | -4% | -9 | -1% | x | 2% | x | u | -3% | x
COC(=O)/C(C#N)=C/c1c(Oc2cc(C)cc(C)c2)nc2c(C)cccn2c1=O | -4% | 0.1% | -4% | 17 | 16% | -14% | -2% | 1 | 0% | -5% | 0%
Cc1cc(C)cc(C(=O)NCC(=O)OCc2c(C)noc2C)c1 | 28% | -0.6% | -2% | -3 | 16% | -15% | 3% | 0 | -26% | 4% | 1%
CC1CCN(c2ccc(C(F)(F)F)cc2N)CC1 | 6% | 0.0% | 1% | 0 | -6% | 5% | -2% | 2 | 1% | 4% | 2%
O=C1OC(/C(=C\Nc2cc(Cl)ccc2O)[N+](=O)[O-])c2ccccc21 (centres undefined) | 1% | 0.3% | 0% | -22 | -36% | 22% | -7% | 3 | 1% | u | 0%
COc1ccc(CCNS(=O)(=O)CCNC(=O)c2ccc3c(c2)OCO3)cc1OC | x | 0.3% | 2% | -27 | -6% | x | 3% | x | -11% | -13% | x
Cc1ccc(OCC(=O)N2CCCCCCC2)cc1 | 1% | -0.3% | 0% | 5 | -12% | -17% | 3% | 2 | 7% | 3% | 4%
COc1cc2ncnc(NCCCN3CCOCC3)c2cc1OC | -13% | -0.8% | -1% | -15 | -28% | x | 2% | -1 | -4% | 3% | x
Cn1c(C(=O)N2CCC(C(=O)NCc3ccccc3)CC2)cc2sccc21 | x | 0.1% | -10% | -9 | 16% | x | 0% | x | 0% | 0% | 5%
CC1CCCN(C(=O)COC(=O)C2=COCCO2)C1 (centres undefined) | x | -0.8% | -8% | -18 | 37% | x | 3% | x | -1% | -3% | x
CCCOC(=O)c1ccc(NC(=O)c2cc(OC)c(OC)c(OC)c2Br)cc1 | -1% | 0.5% | -8% | 12 | -19% | 14% | u | 0 | 4% | -1% | 2%
COc1ccc(NC(=O)CN2C(=O)c3cccc4cccc2c34)c(OC)c1 | 1% | -0.2% | -2% | -7 | -21% | -17% | 19% | -2 | u | -4% | x
Nc1ncnc(Nc2cc(C(F)(F)F)cc(C(F)(F)F)c2)n1 | 5% | -0.2% | -7% | 20 | 0% | x | 0% | -2 | -1% | 2% | -3%
COc1cc(C(=O)N2CCN(C(=O)c3ccco3)CC2)cc(OC)c1OC | 1% | -1.0% | 0% | 1 | -22% | -2% | 2% | -3 | 2% | 2% | 2%
Cc1ccccc1/C=C/C12NC(=O)CN1c1ccccc1C2(C)C (centres undefined) | -1% | -0.4% | -2% | 0 | 5% | x | -3% | -5 | u | -2% | -2%
COc1ccc([N+](=O)[O-])cc1NC(=O)C(C)c1ccccc1 (centres undefined) | 6% | -0.5% | 1% | -18 | -9% | u | 4% | 0 | 0% | 3% | 2%
CC(=O)Nc1cccc(/C(C)=N/NC(=O)c2ccc3c(c2)OCO3)c1 | 0% | 0.0% | 0% | 3 | 0% | 1% | 0% | 1 | u | -1% | -2%
CCOc1nc(C)ccc1-c1noc(-c2cccnc2)n1 | 6% | 1.0% | -3% | -25 | -19% | -18% | -1% | 0 | u | -1% | 5%
CN(C)c1ccc(/C=N/N=C2/SC(CC(=O)O)C(=O)N2c2ccc(O)cc2)cc1 (centres undefined) | -5% | 0.2% | 0% | -7 | 9% | u | x | 4 | 0% | 0% | 0%
O=C(Nc1ccc(S(=O)(=O)N2CCCCC2)cc1)c1cnccn1 | 4% | -0.5% | -5% | 25 | 4% | 1% | 2% | 5 | 4% | 6% | 1%
O=C(CN1C(=O)CSC1=O)N1CCc2ccccc2C1 | -11% | 0.1% | -1% | -3 | -15% | -30% | -1% | -28 | -2% | -2% | -2%
Cc1cc(-c2nn(-c3ccccc3F)cc2CN2CCCC(CO)C2)c(C)s1 (centres undefined) | -2% | -0.1% | 0% | 1 | -14% | 2% | -1% | 1 | -5% | -3% | -1%
CCCCOC(=O)c1ccc(NS(=O)(=O)c2cc(-c3nnnn3CC)ccc2OC)cc1 | -1% | -0.8% | -4% | -21 | 16% | 12% | -11% | 4 | 2% | -2% | -1%
COc1ccc(NS(=O)(=O)c2cccc(C(=O)NCc3cccnc3)c2)cc1 | x | -0.2% | -2% | 11 | -13% | x | 2% | x | 0% | 0% | x
Cc1ccc(Cc2nnc(SCC(=O)Nc3ccccc3Cl)[nH]c2=O)cc1 | x | -0.2% | -7% | 0 | u | x | -3% | x | 6% | -12% | x
CCOC(=O)Cn1cc(/C=N/NC(=O)c2cc3ccccc3o2)c2ccccc21 | -8% | -0.4% | 0% | 7 | -9% | x | 15% | 1 | u | -14% | x
COc1ccc(NC(=S)NCCCN2CCCC2=O)c(OC)c1 | 1% | 0.2% | -3% | 5 | -6% | -7% | 5% | 0 | -3% | -10% | -1%
O=C(/C=C/c1ccc[nH]1)c1ccc(F)cc1 | -2% | -0.6% | -1% | 4 | -12% | 15% | 46%[activator] | -2 | u | -2% | 0%
COc1cccc(NC(=O)CSc2nc3scc(C)c3c(=O)[nH]2)c1 | x | -0.1% | 0% | -8 | -19% | x | 1% | 0 | u | -2% | 0%
CCCCNc1cnn(-c2ccccc2)c(=O)c1Cl | -2% | 3.3% | -3% | -3 | 0% | 0% | -2% | -2 | 8% | -3% | 11%
COc1ccc(N2CCN(CCN3C(=O)c4ccccc4C3=O)CC2)cc1 | x | -0.8% | 1% | 16 | u | x | 2% | 2 | 4% | -4% | -2%
O=C(COc1ccc([N+](=O)[O-])cc1)NCCc1nc2ccccc2[nH]1 | u | 0.4% | 2% | 21 | -14% | x | -1% | 2 | -7% | -15% | 5%
COc1ccc(CCNC(=O)c2ccccc2Cl)cc1OC | -15% | 0.1% | -2% | 10 | 4% | 8% | 2% | 6 | u | 0% | 5%
CC1(C)C2CCC13CS(=O)(=O)N[C@@H]3C2 (some centres undefined) | 1% | -0.1% | -5% | 8 | -4% | 7% | 4% | -1 | 7% | -4% | 1%

Not all compounds are listed (hit frequency here may not be typical).
